Tau FP inhib = inhibitors of human tau fibril formation. 0.39% of 280,000 active. P10636. Potency, µM (doses to about 57.7 µM), without a hit: at the highest dose activity, negative = inhibition, usual class: inhibitors. K18 P301L tau heparin fibrillization, Alexa594 FP, 6 h; further: on the % scale 0 is the no-effect control and ±100 the full control effect; nearly all actives have a fitted effect of over 55% in size
Target sequence (P10636 561-689 P618L limits assumed): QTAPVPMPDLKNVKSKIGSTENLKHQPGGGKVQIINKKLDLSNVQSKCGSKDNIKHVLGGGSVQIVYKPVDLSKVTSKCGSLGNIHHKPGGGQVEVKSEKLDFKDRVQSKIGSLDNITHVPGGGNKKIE
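FP of Alexa 594-tau after heparin (20 uM) induction. Substrate: human K18 P301L, 15 uM unlabeled, 0.24 uM labeled. Buffer 100 mM sodium acetate pH 7. 6 hr, 37 C.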
L3MBTL1 block = blocks human L3MBTL1. Q9Y468. AlphaScreen L3MBTL1–H3K9me1 peptide binding. Potency, µM (doses to about 57.1 µM), inactives show at the top dose activity, negative = inhibition, hits mostly inhibitors. 0.66% of 230,000 active; further: on the % scale 0 is the no-effect control and ±100 the full control effect; nearly all actives have a fitted effect of over 60% in size
Target sequence (Q9Y468 whole entry, looked up): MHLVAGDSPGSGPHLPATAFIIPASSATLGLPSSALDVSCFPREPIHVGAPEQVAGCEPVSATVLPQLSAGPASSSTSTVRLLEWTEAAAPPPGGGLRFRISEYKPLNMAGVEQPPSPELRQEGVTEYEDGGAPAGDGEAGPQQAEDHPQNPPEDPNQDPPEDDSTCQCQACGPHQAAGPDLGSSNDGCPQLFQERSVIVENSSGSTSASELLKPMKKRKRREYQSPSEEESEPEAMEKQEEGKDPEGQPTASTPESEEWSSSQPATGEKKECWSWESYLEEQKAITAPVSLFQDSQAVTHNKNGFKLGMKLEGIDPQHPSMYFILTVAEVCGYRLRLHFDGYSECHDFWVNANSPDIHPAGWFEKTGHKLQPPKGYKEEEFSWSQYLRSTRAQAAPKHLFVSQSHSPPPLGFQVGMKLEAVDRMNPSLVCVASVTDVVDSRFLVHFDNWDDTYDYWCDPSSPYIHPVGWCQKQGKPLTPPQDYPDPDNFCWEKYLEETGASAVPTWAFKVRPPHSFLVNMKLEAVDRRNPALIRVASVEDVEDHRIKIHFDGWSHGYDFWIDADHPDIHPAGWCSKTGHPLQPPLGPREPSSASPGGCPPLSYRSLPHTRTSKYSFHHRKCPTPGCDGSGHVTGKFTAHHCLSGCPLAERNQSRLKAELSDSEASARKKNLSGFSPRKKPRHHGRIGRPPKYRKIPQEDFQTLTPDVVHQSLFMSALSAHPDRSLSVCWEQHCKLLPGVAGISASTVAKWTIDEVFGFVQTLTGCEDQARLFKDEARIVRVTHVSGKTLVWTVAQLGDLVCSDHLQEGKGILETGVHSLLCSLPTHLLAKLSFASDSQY
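AlphaScreen assay: L3MBTL1 (50 nM final) was preincubated 30 min at room temperature with biotinylated H3(1-15)K9me1 peptide (75 nM final), then 30 min with library compounds; streptavidin donor and nickel chelate acceptor beads (10 ug/mL final) added, 30 min dark.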
RECQ1 inh = inhibitors of human RECQ1 DNA helicase; RECQ1 DNA unwinding, red fluorescence kinetic read; 0.54% of 240,000 active; P46063; Potency, µM (doses to about 57.3 µM), inactives show top-dose activity, negative = inhibition, hits mostly inhibitors;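 further: plate controls were vehicle for no effect and no enzyme for full effect; nearly all actives have a fitted effect of over 30% in size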
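50 nM RECQ1T1 preincubated 15 min with compound in Tris pH 8.0 buffer with MgCl2, DTT, Tween-20 and 2.5 ug/ml poly(dI-dC); started with 200 nM TAMRA/BHQ-2 forked duplex and 2 mM ATP. Unwinding read as fluorescence (525/598 nm), two reads 2 h apart.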
HTT cytoprotect = cytoprotection in Huntington HTT-Q103 PC12 cell model; 0.14% of 230,000 active; AID 1471; Potency, µM (titrated, usually from 56.4 µM), for inactives: cytoprotection (ATP increase), usual class: activators; PC12 HTT-Q103 induced, cytoprotection, ATP luminescence, 40 h;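 further: % of control where 0% means no effect; nearly all actives have a fitted effect of over 45% in size; toxic huntingtin expression switched on by the ecdysone agonist tebufenozide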
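Compounds added alongside 100 nM tebufenozide, which induces toxic Q103 huntingtin exon 1-GFP in stable PC12 cells; surviving cells quantified by luminescent ATP measurement. Medium: phenol red-free DMEM, 5% equine and 5% calf serum.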
Tau fluor counter = counter-screen for tau fibril formation inhibitors; tau K18 P301L Alexa594 fluorescence, heparin fibrillization; Potency, µM (titrated, usually from 57.7 µM), without a hit: at the top dose activity change, negative = decrease; 0.93% of 280,000 active; AID 1463; further: on the % scale 0 is the no-effect control and ±100 the full control effect; nearly all actives have a fitted effect of over 55% in size
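Human K18 P301L tau (15 uM unlabeled plus 0.24 uM Alexa 594-labeled, final) in 100 mM sodium acetate pH 7 was mixed with compound and 20 uM heparin and incubated 6 hr at 37 C.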
Tau ThT inhib = inhibitors of human tau fibril formation, thioflavin T binding; recombinant tau K18 P301L (four-repeat tau fragment), heparin-induced fibrillization, ThT fluorescence; Potency, µM (titrated, usually from 57.4 µM), for inactives: at the highest dose activity, negative = inhibition, most hits filed as inhibitors; 2.1% of 270,000 active; AID 1460; further: on the % scale 0 is the no-effect control and ±100 the full control effect; nearly all actives have a fitted effect of over 55% in size
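Aggregation was driven by heparin (20 uM final) acting on recombinant tau […] bearing P301L in 100 mM sodium acetate pH 7; fibrils were detected with Thioflavin T.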
TRb SRC2 PPI = inhibitors of human thyroid hormone receptor beta-SRC2 interaction; AID 1469; P10828; TRbeta-SRC2 peptide binding, fluorescence polarization; receptor liganded with 1 µM T3; Potency, µM (doses to about 106 µM), for inactives: at the highest dose activity change, negative = inhibition, usual class: inhibitors; 0.065% of 280,000 active;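 further: plate controls were bound peptide for no effect and peptide without receptor for full effect; nearly all actives have a fitted effect of over 50% in size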
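Human TRb ligand-binding domain (0.6 uM) is mixed with 20 nM Texas Red SRC2 peptide and 1 uM T3; after compound addition and 5 hr at ambient temperature, polarization is measured and normalized to unbound and bound controls.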
TR SRC2 fluor cs = Texas Red fluorescence interference in TRb-SRC2 counter-screen; Potency, µM (top dose mostly 106 µM), without a hit: top-dose fluorescence change, negative = quenching; TRb/SRC2 Texas Red total fluorescence interference; 0.29% of 280,000 active; active means well fitted curve in either direction with a large enough effect; inconclusive means small, poorly fitted or top-dose-only effect; further: on the % scale 0 is the no-effect control and ±100 the full control effect
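Human TRβ ligand-binding domain (0.6 uM) and Texas Red SRC2 peptide (20 nM) in Tris buffer with 1 uM T3 and 5% DMSO were incubated with pinned compound for 5 hr at ambient temperature. Total fluorescence was computed as S + 2P (555/632 nm).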
The depositor's hits bear a star; i = inactive; ? = inconclusive; . = not tested or not shown; & = joins results of further samples; [ ] = another dose, or the depositor's remark. Unless noted, the call rests on the fitted dose curve; in most records, active means well fitted curve in the direction sought with a large enough effect; inconclusive means small, poorly fitted or top-dose-only effect, or another doubt; inactive means no such curve, though single readings can be large; an effect the other way counts as inactive or inconclusive. Potency means the concentration at half of the fitted maximal effect. This is a subset; rates above refer to the full screens.

compound | Tau FP inhib | L3MBTL1 block | RECQ1 inh | HTT cytoprotect | Tau fluor counter | Tau ThT inhib | TRb SRC2 PPI | TR SRC2 fluor cs
CCCCSc1nc2c(cc1C#N)CCC2 | -5% | 48%[activator] | -2% | -28%[0.074 µM] | -12% | -1% | 4% | 7%
Cc1ccc(CCN2CC(C(=O)NCCN3CCOCC3)CC2=O)cc1 (configuration not stated) | -2% | 12% | 12% | -5% | 5% | 5% | -12% | 0%
CN(CC(=O)Nc1ccccc1Cl)C(=O)CSc1nnc(-c2ccco2)o1 | -3% | . | -3% | -10% | -6% | -2% | -7% | -2%
Cc1ccccc1NC(=O)CCC(=O)N/N=C/c1ccc(F)cc1 | -13% | . | -5% | -6% | -11% | -6% | 12% | -1%
COc1ccc(N2C(=O)C(CC(=O)Nc3ccc(Cl)cc3)N(NC(=O)c3cccc(F)c3)C2=S)cc1 (configuration not stated) | ? | . | -3% | 4%[10 µM] | ? | ? | 9% | -4%
Cc1cc(=O)[nH]c(N/N=C/C2=C(N3CCOCC3)C(=C\c3ccc(Cl)cc3)/CC2)n1 | 2% | -2% | -1% | 12%[10 µM] | -14% | 22µM* | 7% | 0%
Cc1ccccc1-c1nnn(Cc2ccc(-c3nn[nH]n3)cc2)n1 | -7% | ? | 4% | -11% | -12% | -2% | 2% | -2%
COc1ccccc1[C@@H]1C(c2ccc(F)cc2)=NN(c2ccc(Br)cc2)[C@H]1C(=O)N1CCOC1=O | 6% | . | i | -41%[inhibitor][40.3 µM] | ? | ? | 6% | -3%
COc1ccc(C(=O)CN2C(=O)c3ccccc3S2(=O)=O)cc1 | -5% | 4% | -6% | -46%[inhibitor][10 µM] | -17% | -10% | -6% | 3%
N#CCCN(Cc1cccs1)C(=O)Nc1ccc(F)cc1 | 2% | 5% | -5% | 8%[10 µM] | 0% | 1% | 1% | -5%
COCC(=O)n1nc(-c2ccccc2)nc1NCc1cccs1 | 0% | 3% | i | -29% | -16% | -9% | 11% | 1%
CCN(CC)CCCNC(=O)c1cn(C)c2ccc(S(=O)(=O)N3CCOCC3)cc2c1=O | -3% | . | . | . | 0% | 2% | 2% | -2%

(continued)
compound | Tau FP inhib | L3MBTL1 block | RECQ1 inh | HTT cytoprotect | Tau fluor counter | Tau ThT inhib | TRb SRC2 PPI | TR SRC2 fluor cs
CCNC(=O)CCc1nc(-c2ccc(C(C)(C)C)cc2)no1 | -3% | 10% | i | -52%[inhibitor] | -9% | -17% | -7% | -3%
Cc1ccc(C(c2c(C)nn(-c3ccccc3)c2N)c2c(C)nn(-c3ccccc3)c2N)cc1 | 1% | -12% | -2% | . | -17% | ? | -3% | -3%
O=C(CSC(=S)N1CCCC1)c1cc(Br)cc(Br)c1O | 6% | . | 32µM* | -56%[inhibitor] | 14% | ? | 17% | 18%
CC(C)Cc1cc(C(=O)N2CCC(N3CCC(C(=O)N4CCOCC4)CC3)CC2)n[nH]1 | -1% | -9% | i | -8%[10 µM] | -9% | -4% | 11%[53 µM] | -2%[53 µM]
CCSc1nc(O)cc(=O)[nH]1 | -3% | . | -4% | 17%[10 µM] | 2% | -3% | 9% | 0%
CCOc1ccc(CCNC(=O)C2CCN(c3nnc(-n4cccc4)s3)CC2)cc1OCC | 5% | -4% | i | -2% | -5% | -16% | 3% | -7%
CCCCN(CC)CCNc1c(N2CCN(C(=O)OCC)CC2)c(=O)c1=O | -4% | 46%[activator] | -4% | 1% | -4% | 11% | -20% | 3%
CC(Sc1nnc(Cc2cccs2)n1C1CCCCC1)C(=O)NCc1ccco1 (configuration not stated) | 0% | . | -1% | 3% | -13% | -11% | -3% | -3%
Cc1ccc(CNC(=O)C2CCC(CNc3nc(=S)[nH]c4ccccc34)CC2)cc1 (configuration not stated) | 0% | 9% | -9% | -19%[10 µM] | -11% | 0% | 2% | -2%
Cc1ccc(-n2c(=O)c3c(cnn3C)n(Cc3ccc(Cl)cc3)c2=O)cc1 | -10% | . | . | . | -9% | -7% | -1% | -1%
CCOC(=O)c1cccc(NC(=O)CCn2nnc3ccccc32)c1 | -4% | . | 0% | -20%[10 µM] | 1% | -5% | -5% | -2%
CC(C)Cc1nc2sc3c(=O)[nH]cnc3c2c2c1CCCC2 | -7% | 4%[11.4 µM] | 1% | -27% | -7% | -4% | 1% | -2%

Full records from above.
CCOc1ccc(CCNC(=O)C2CCN(c3nnc(-n4cccc4)s3)CC2)cc1OCC as listed: Tau FP inhib = 5%; L3MBTL1 block = -4%; RECQ1 inh = i; HTT cytoprotect = -2%; Tau fluor counter = -5%; Tau ThT inhib = -16%; TRb SRC2 PPI = 3%; TR SRC2 fluor cs = -7%
CCSc1nc(O)cc(=O)[nH]1 as listed: Tau FP inhib = -3%; L3MBTL1 block = .; RECQ1 inh = -4%; HTT cytoprotect = 17%[10 µM]; Tau fluor counter = 2%; Tau ThT inhib = -3%; TRb SRC2 PPI = 9%; TR SRC2 fluor cs = 0%
Cc1ccc(CNC(=O)C2CCC(CNc3nc(=S)[nH]c4ccccc34)CC2)cc1 (configuration not stated) as listed: Tau FP inhib = 0%; L3MBTL1 block = 9%; RECQ1 inh = -9%; HTT cytoprotect = -19%[10 µM]; Tau fluor counter = -11%; Tau ThT inhib = 0%; TRb SRC2 PPI = 2%; TR SRC2 fluor cs = -2%

Other records follow.
compound | Tau FP inhib | L3MBTL1 block | RECQ1 inh | HTT cytoprotect | Tau fluor counter | Tau ThT inhib | TRb SRC2 PPI | TR SRC2 fluor cs
Cc1ccccc1NC(=S)NNC(=O)c1ccoc1C | 5% | 1% | i | -16% | -13% | -13% | 4% | 0%
COC(=O)CSc1nnc(NC(=O)/C=C\c2ccc3c(c2)OCO3)s1 | -2% | -1% | -2% | -33%[10 µM] | 3% | 4% | -2%[53 µM] | -1%[53 µM]
Cc1ccccc1-c1ccc(=O)n(CC(=O)Nc2ccc(C(=O)N3CCCC3)cc2)n1 | 2% | -6% | -6% | -9% | -7% | -10% | 6% | 0%
Cn1c(SCC(=O)N2c3ccccc3Sc3ccccc32)nnc1-c1ccco1 | 2% | -5% | i | 2% | -7% | -17% | -5% | -3%
CC1CCN(S(=O)(=O)c2ccc3c(c2)N(CC(=O)NCCN(C)C)C(=O)CS3)CC1 | -7% | . | . | . | -5% | 2% | -4% | ?
NS(=O)(=O)c1ccc(NC(=O)CSc2ccc3ccccc3n2)cc1 | -4%&-5% | . | -8% | -1%[10 µM] | -9%&-16% | -1%&-9% | 6%&4% | -1%&-2%
Cc1ccc(NC(=O)c2nn(C34CC5CC(CC(C5)C3)C4)cc2[N+](=O)[O-])cc1 | -2% | -12% | -5% | -6% | -1% | 2% | 2% | -2%
CCn1nnc(NC(=O)Cc2ccc(Cl)cc2)n1 | -1% | -13% | 5% | -10%[10 µM] | -10% | 5% | -6% | 3%
CCCn1c(C)cc(C)c(C#N)c1=O | -2% | 11% | -5% | 4%[10 µM] | 2% | 5% | 8% | -20%
O=C(NNC(=O)c1cccs1)c1ccc(Cl)c([N+](=O)[O-])c1 | -5% | 9% | -2% | -22%[10 µM] | -18% | ? | 7% | 1%
Nc1ccc2oc(-c3cccc4ccccc34)nc2c1 | 7% | 16% | -19% | -32% | 16µM*[quencher] | ? | -1% | -4%
Cn1cnnc1SCC(=O)Nc1ccc(Cl)c(S(=O)(=O)N2CCOCC2)c1 | 0% | 13% | -2% | 15% | 6% | 2% | -4% | -1%

Continuation:
compound | Tau FP inhib | L3MBTL1 block | RECQ1 inh | HTT cytoprotect | Tau fluor counter | Tau ThT inhib | TRb SRC2 PPI | TR SRC2 fluor cs
Cc1cccc(NC(=O)NC(C)CCc2ccccc2)c1 (configuration not stated) | -12% | 10% | -9% | 9%[1.9 µM] | ? | -10% | -4% | 3%
CCC1(CC)C(=O)C(C)(C)C(=O)OC1c1cccs1 (configuration not stated) | 3% | 11% | -1% | -3% | -4% | -3% | -1% | -3%
COc1ccc(Cl)cc1NS(=O)(=O)c1cc(Br)cc2c1N(C(=O)C1CC1)CC2 | 1% | . | . | . | -23% | -4% | -1% | -2%
Cc1cccc(N(C)C(=O)CCS(=O)(=O)c2ccc3c(c2)oc(=O)n3C)c1 | -9% | . | . | . | -9% | -13% | -3% | -8%
Cc1ccc(S(=O)(=O)N(Cc2cc3cc4c(cc3[nH]c2=O)OCCO4)CC2CCCO2)cc1 (configuration not stated) | 0% | 3% | -1% | -28% | 4% | 3% | 1% | -6%
CCOC(=O)C1=C(C)NC(SCC(=O)Nc2cc(C)on2)=C(C#N)C1c1cccs1 (configuration not stated) | 4% | . | i | -14% | ? | -14% | 0% | 2%
C=CCC1CCC(=O)N2CCCC12 (configuration not stated) | -6%[126 µM] | . | i | 30%[96.6 µM] | -5%[126 µM] | -9%[126 µM] | 3%[201 µM] | 0%[201 µM]
Cn1cnc2c1c(=O)n(Cc1cccc(Br)c1)c(=O)n2C | -8% | . | i | 8% | 3% | -2% | 0% | 4%
CC(C)(C)c1ccc(/C=C2\SC(=O)N(CCNC(=O)c3cccc(S(=O)(=O)N4CCOCC4)c3)C2=O)cc1 | 5% | -15% | -8% | -16%[10 µM] | -30% | ? | -6% | -70%
COC(=O)c1c(C)[nH]c(O)c1C=Nc1ccc(C(C)C)cc1 | 7% | -20% | 8% | -59%[inhibitor] | -24% | ? | -6% | -5%
COCCCNC(=O)c1cc2cc(S(=O)(=O)N3CCCCC3)ccc2n1C | -4% | . | . | . | -7% | 0% | 1% | -2%
CCOC(=O)c1c(C)n(C)c2ccc(OCC(O)CN3C(=O)c4ccccc4S3(=O)=O)cc12 (configuration not stated) | 15% | -9% | 1% | -21%[0.074 µM] | -15% | -7% | -4% | -4%
CCOC(=O)c1ccc(-n2c(CCC(=O)O)ccc2-c2ccccc2)cc1O | -3% | . | . | . | -8% | ? | 8% | -6%

Bioassay records deposited in PubChem BioAssay by National Center for Advancing Translational Sciences (NCATS).
